SKKanGAS inh: inhibitors of SKKanGAS S. pyogenes growth in kanamycin (SK-promoter or general growth effect); inhibition, % at 7.5 µM; hit rate 1.3% among 300,000; BacTiter-Glo, 6 h; AID 1662;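 active = mean replicate score, as percent of positive control median, at least 50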;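 note: strain carries kanamycin resistance gene driven by streptokinase promoter and grows in 40 µg/ml kanamycin; loss of luminescence reflects streptokinase promoter inhibition or plain growth inhibition; 0% = median of DMSO wells and 100% = positive control at its reference dose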
TRPC6 inhibitor: blocks the mouse TRPC6 cation channel | Q61143 | HEK293-TRPC6, membrane potential dye, ACh-evoked depolarization; hits give low values | B-score at 10 µM | hit rate 1.1% among 310,000;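 active = B-score under library mean minus 3 SD, initial fluorescence not abnormally high, positive integrated signal ratio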;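 note: B-score derived from integrated fluorescence ratio over the kinetic read; more negative B-score means stronger inhibition of depolarization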
Target sequence (Q61143 whole entry, looked up): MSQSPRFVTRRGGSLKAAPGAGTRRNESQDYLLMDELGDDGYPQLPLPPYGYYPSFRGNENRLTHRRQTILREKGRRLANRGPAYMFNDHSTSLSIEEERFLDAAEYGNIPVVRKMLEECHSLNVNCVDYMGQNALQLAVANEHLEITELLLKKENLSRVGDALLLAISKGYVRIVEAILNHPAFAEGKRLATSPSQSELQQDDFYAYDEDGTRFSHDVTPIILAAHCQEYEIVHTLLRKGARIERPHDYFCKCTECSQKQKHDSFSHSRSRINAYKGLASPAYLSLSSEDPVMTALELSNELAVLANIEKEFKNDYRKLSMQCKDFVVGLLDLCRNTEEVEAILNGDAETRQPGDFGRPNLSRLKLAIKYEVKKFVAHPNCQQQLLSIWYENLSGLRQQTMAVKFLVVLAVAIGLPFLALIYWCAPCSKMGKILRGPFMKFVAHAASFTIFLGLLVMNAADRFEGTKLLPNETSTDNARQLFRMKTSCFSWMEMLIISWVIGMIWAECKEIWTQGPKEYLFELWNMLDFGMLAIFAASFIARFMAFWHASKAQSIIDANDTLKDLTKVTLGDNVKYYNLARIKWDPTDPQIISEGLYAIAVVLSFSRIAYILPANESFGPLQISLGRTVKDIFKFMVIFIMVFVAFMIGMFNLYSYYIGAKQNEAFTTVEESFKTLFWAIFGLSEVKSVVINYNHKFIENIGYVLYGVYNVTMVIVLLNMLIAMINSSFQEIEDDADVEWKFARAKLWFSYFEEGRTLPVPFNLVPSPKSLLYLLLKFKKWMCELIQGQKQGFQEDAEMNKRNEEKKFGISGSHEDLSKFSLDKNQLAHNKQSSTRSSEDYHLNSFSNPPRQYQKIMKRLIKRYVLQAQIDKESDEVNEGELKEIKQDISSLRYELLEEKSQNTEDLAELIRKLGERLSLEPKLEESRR
MrgX1 ag: agonists of human MrgX1 receptor | AID 588627 | Q96LB2 | hit rate 0.44% among 310,000 | MrgX1-HEK293 cells, Fluo-4 calcium fluorescence, agonist mode; hits give high values | B-score at 10 µM;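 active = calcium response B-score plate-corrected fluorescence ratio at least 3 library SD, with starting fluorescence B-score inside 5 SD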
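Material – MrgX1-expressing HEK293 cells · Input – 15,000 cells seeded per well · Dosing – compound as first of three additions · Times – overnight seeding, then 1 h dark dye loading · Measured by – kinetic Fluo-4 NW fluorescence of intracellular calcium · Read-out – B-scored fluorescence response ratio · Benchmarks – positive and negative control wells on each plate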
MrgX1 PAM: human MrgX1 positive allosteric modulation, primary screen; MrgX1-HEK293, Fluo-4 calcium flux, FDSS; hits give high values; B-score at 10 µM; hit rate 0.63% among 310,000;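 active = plate-corrected calcium response at least 3 library SD above typical, normal starting fluorescence, not activating the receptor alone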;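 note: compound read alongside a low EC10 to EC30 dose of BAM8-22 agonist; peak minus trough fluorescence over baseline measured at the second addition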
TRPC4 PAM: allosterically enhances the mouse TRPC4 cation channel; HEK293 TRPC4beta/mu-opioid, DAMGO EC20, Fluo-4 Ca2+ flux; hits give high values; B-score at 10 µM; hit rate 0.42% among 310,000; AID 2227;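 active = B-score of calcium response area above 5 SD of library B-scores, with initial fluorescence ratio within 5 SD of library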;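 note: B-score of integrated fluorescence ratio over time as area under calcium response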
ANO1 block: blocks the mouse calcium-activated chloride channel TMEM16A. normalized B-score (activity score, 25-100; higher = stronger inhibition) at 10 µM. Q8BHY3. hit rate 1.2% among 310,000. HEK293 TMEM16A/YFP iodide influx fluorescence, ionomycin;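 active = ratio plate-corrected score three or more library SD toward inhibition, starting fluorescence score within five deviations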;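 note: score derived from kinetic fluorescence span divided by baseline fluorescence per well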
MrgX1 antag: human MrgX1 receptor antagonism, primary screen | hit rate 1.3% among 310,000 | MRGX1-HEK293 calcium flux, Fluo-4, BAM8-22 antagonism; hits give low values | B-score at 10 µM | Q96LB2;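 active = calcium-response B-score plate-corrected more than 3 library SD below zero, starting fluorescence within 5 deviations, no agonist response on first addition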;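 note: peak minus trough fluorescence over baseline after final BAM8-22 challenge near maximal dose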
TRPC6 act: activators of mouse TRPC6 channel; Q61143; HEK293-TRPC6 membrane potential dye fluorescence; hits give high values; B-score at 10 µM; hit rate 0.13% among 310,000;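 active = B-score of the integrated fluorescence ratio above library mean plus 3 SD, and starting fluorescence ratio within library mean plus 5 SD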;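 note: higher score means more depolarization so channel activation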
TRPC4 agonist: opens the mouse TRPC4 cation channel; Q9QUQ5; HEK293 TRPC4beta/mu-opioid, Fluo4 calcium fluorescence; hits give high values; B-score at 10 µM; hit rate 0.49% among 310,000; AID 2237;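 active = B-score above 5 SD of library B-scores, and initial fluorescence ratio not above library mean plus 5 SD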;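 note: positive B-score marks a calcium rise read as TRPC4 activation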
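System: HEK293 cells stably co-expressing mouse TRPC4beta and mu-opioid receptor; Schedule: Fluo4 dye loading 45 min at room temperature, 110 s recording; Detection: Fluo4 fluorescence, kinetic; Evaluation: B-scored integrated calcium fluorescence ratio; Controls: buffer (low) and maximal DAMGO (high).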
TMEM16A act: activates or potentiates the mouse TMEM16A chloride channel; AID 623877; HEK293 TMEM16A/YFP-H148Q/I152L, iodide quench fluorescence; hits give low values; B-score at 10 µM; hit rate 0.3% among 340,000;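 active = fluorescence-ratio B-score plate-corrected deviation score at least 3 library SD below zero, with starting fluorescence score within 5 deviations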;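 note: channel opened by trigger with iodide after compound preincubation; score built on the fluorescence ratio of max minus min over baseline; more negative score means more quench and so TMEM16A activation or potentiation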
TRPC4 block: inhibitors of mouse TRPC4 channel. B-score at 10 µM. hit rate 0.39% among 300,000. Q9QUQ5. HEK293 TRPC4beta/mu-opioid, DAMGO-evoked Fluo4 calcium flux; hits give low values. AID 2247;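 active = B-score over 3 SD under the library average, no early fluorescence shift, positive overall ratio signal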
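Assay system: HEK293 cells with stable TRPC4beta plus mu-opioid receptor expression; Probe or stimulus: DAMGO in two steps, submaximal then maximal; Dosing: single-point compound dosing; Measured by: Fluo4 calcium-dye fluorescence, kinetic read; Read-out basis: B score from integrated Fluo4 fluorescence ratio.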
Active calls of the source: *; i = inactive; · = not tested or not shown.

entry	SMILES	SKKanGAS inh	MrgX1 PAM	MrgX1 antag	MrgX1 ag	TMEM16A act	TRPC6 inhibitor	TRPC6 act	TRPC4 agonist	ANO1 block	TRPC4 block	TRPC4 PAM
1	CC(C)(C)NC(=O)CSc1nc2[nH]ncc2c(=O)[nH]1	2	i	i	i	i	i	i	i	i	i	i
2	O=C(CNC(=S)N(Cc1ccccc1)Cc1ccccc1F)NCCc1ccc(Cl)cc1	45	i	i	i	i	i	i	i	i	i	i
3	CN(Cc1ccon1)C(=O)CCc1nnc(CCCCc2ccccc2)o1	2	i	i	i	i	i	i	i	i	i	i
4	COc1ccc(Cn2cnc3c(N)c(C)c(C)cc32)cc1	3	i	i	i	i	i	i	i	i	i	i
5	Cc1cccc(N/C(N)=N/c2nc(C(F)(F)F)cc(=O)[nH]2)c1C	0	i	i	i	i	i	i	i	i	i	i
6	COc1cc(NC(C)=O)ccc1-c1cc2ccccc2oc1=O	-6	i	i	i	i	i	i	i	i	i	i
7	O=C(C1CCN(S(=O)(=O)N2CCOCC2)CC1)N1CCOCC1	-1	i	i	i	i	i	i	i	i	i	i
8	O=[N+]([O-])c1cc([N+](=O)[O-])c(Oc2cncc(Cl)c2)cc1NN1CCCCC1	10	i	i	i	i	i	i	i	i	i	i
9	COc1ccc(C(=O)COC(=O)CN2C(=O)C3C4C=CC(C5CC45)C3C2=O)cc1 (stereo not given)	-2	i	i	i	i	i	i	i	i	i	i
10	CSc1ccc(S(=O)(=O)N2CCC(C(=O)N3CCOCC3)CC2)cc1	-1	i	i	i	i	i	i	i	i	i	i
11	Cc1cccn2cc(-c3ccc(NC(=O)Cc4ccccc4)cc3)nc12	1	i	i	i	i	i	i	i	i	i	i
12	COc1ccc(CNC(=O)CSc2nnnn2C)cc1OC	-4	i	i	i	i	i	i	i	i	i	i
13	CN(C)c1ccc2nc3c(=O)[nH]c(=O)nc-3n(CC(O)C(O)C(O)CO)c2c1 (stereo not given)	7	i	i	i	i	i	i	i	i	i	i
14	COc1cc(/C=C/C(=O)O)cc(OC)c1	-5	i	i	i	i	i	i	i	i	i	i
15	COc1cccc(NC(=O)Cc2nnc(SCC(=O)NC3=NCCS3)n2C)c1	0	i	i	i	i	i	i	i	i	i	i
16	CCN(CC)CCCNC(=O)c1cc2c(-c3cccc(OC)c3)nn(C)c2s1	3	i	i	i	i	i	i	79*	i	i	13*
17	Cc1ccc(C(=O)N/C(=C\c2ccc(C)o2)C(=O)O)cc1	-2	i	i	i	i	i	i	i	i	i	i
18	COc1ccc(-n2nnnc2SCC(=O)Nc2ccc(OC)cc2OC)cc1	-3	i	i	i	i	i	i	i	i	i	i
19	Cc1ccnc(NC(=O)c2cccc(S(=O)(=O)N3CCN(c4ccccc4)CC3)c2)c1	1	i	i	i	i	i	i	i	i	i	i
20	O=C(NCc1cccs1)c1cc2c(s1)CCCC2	-4	i	i	i	i	i	i	i	i	i	i
21	CC(C)NC(=O)COc1coc(CN2CCN(c3cccc(Cl)c3)CC2)cc1=O	0	i	i	i	i	i	i	i	i	i	i
22	CCSc1ccccc1C(=O)Nc1ccc([N+](=O)[O-])cc1OC	-9	i	i	i	i	i	i	i	i	i	i
23	Cc1ccc(NC(=O)c2c(C)nn(-c3ccccc3)c2Cl)cc1	-5	i	i	i	i	i	i	i	i	i	i
24	Cc1ccc(COc2ccccc2C(=S)N2CCCC2)cc1	11	i	i	i	i	i	i	i	25*	i	i
25	CCc1ccc(CN2CC(C(=O)O)CC2=O)cc1 (stereo not given)	-2	i	i	i	i	i	i	i	i	·	i
26	CCSC1=NCCN1S(=O)(=O)c1ccc(Cl)cc1	0	i	i	i	i	i	i	i	i	i	i
27	O=C(CCc1ccccc1)N1CCCC1	-2	i	i	i	i	i	i	i	i	i	i
28	Cc1cc(C(=O)N2CCN(CCc3ccccc3)CC2)no1	-15	i	i	i	i	i	i	i	i	i	i
29	CCn1nc(C(=O)Nc2nc3ccccc3[nH]2)c2ccccc2c1=O	15	i	i	i	i	i	i	i	i	i	i
30	O=C(CN1C(=O)c2ccc([N+](=O)[O-])cc2C1=O)Nc1ccccc1N1CCCC1	-2	i	i	i	i	i	i	i	i	i	i
31	COc1ccc(NC(=O)c2cc3ccccc3oc2=O)c(OC)c1	-4	i	i	i	i	i	i	i	i	i	i
32	CC1(C)Oc2ccc3ccc(=O)oc3c2/C(=C/NCCN/C=C2\C(=O)C(C)(C)Oc3ccc4ccc(=O)oc4c32)C1=O	5	i	i	i	·	i	i	i	i	i	i
33	O=C(COC(=O)c1ccc(Br)o1)NCCNC(=O)COC(=O)c1ccc(Br)o1	-1	i	i	i	i	i	i	i	i	i	i
34	CC(Cc1ccccc1)C(=O)NCc1ccccn1 (stereo not given)	4	i	i	i	i	i	i	i	i	i	i
35	CC(CCC(=O)O)C1CCC2C3CCC4C[C@H](O)CCC4(C)C3CC(=O)C12C (stereo not given in full)	8	i	i	i	i	i	i	i	i	i	i
36	CCOC(=O)CSC1=C(C#N)C(c2ccc(Cl)cc2)C(C(=O)OC)C(=O)N1 (stereo not given)	5	i	i	i	i	i	i	i	i	i	i
37	COc1cc(/C=C/C(=O)N2CCc3ccccc3C2)cc(OC)c1OC	-3	i	i	i	i	i	i	i	i	i	i
38	O=C(OCC(=O)N1CCN(c2ccccc2)CC1)c1nc(Cl)ccc1Cl	-6	i	i	i	i	i	i	i	i	i	i
39	NS(=O)(=O)c1ccc(CNS(=O)(=O)c2ccc3ccccc3c2)cc1	-1	i	i	i	i	i	i	i	i	i	i
40	CCOC(=O)C1=C(C)N=C(/N=C/N(C)C)SC1c1ccccc1 (stereo not given)	3	i	i	i	i	i	i	i	i	i	i

Entries of single compounds, quoted from the list. Values in the order: SKKanGAS inh, MrgX1 PAM, MrgX1 antag, MrgX1 ag, TMEM16A act, TRPC6 inhibitor, TRPC6 act, TRPC4 agonist, ANO1 block, TRPC4 block, TRPC4 PAM
`NS(=O)(=O)c1ccc(CNS(=O)(=O)c2ccc3ccccc3c2)cc1` in the list: -1, i, i, i, i, i, i, i, i, i, i
`CC(CCC(=O)O)C1CCC2C3CCC4C[C@H](O)CCC4(C)C3CC(=O)C12C` (stereo not given in full) in the list: 8, i, i, i, i, i, i, i, i, i, i

The list goes on.
entry	SMILES	SKKanGAS inh	MrgX1 PAM	MrgX1 antag	MrgX1 ag	TMEM16A act	TRPC6 inhibitor	TRPC6 act	TRPC4 agonist	ANO1 block	TRPC4 block	TRPC4 PAM
41	Cc1ccc(N2C(=O)[C@@H]3C(c4ccc(F)cc4)=NO[C@@H]3C2=O)cc1	1	i	i	i	i	i	i	i	i	i	i
42	Cc1c(-c2ccccc2)nc(N)c(C#N)c1-c1cccs1	-4	i	i	i	i	i	i	i	i	i	i
43	COC(=O)C1CCN(C(=O)CSc2nc3ccc(OC)cc3[nH]2)CC1	-4	i	i	i	i	i	i	i	i	i	i
44	O=C1COc2ccc(C(=O)COC(=O)c3ncc(Cl)c(Cl)c3Cl)cc2N1	-1	i	i	i	i	i	i	i	i	i	i
45	CC1CCCCC1NC(=O)CN1CCC(NC(=O)c2ccc([N+](=O)[O-])cc2)CC1 (stereo not given)	7	i	i	i	i	i	i	i	i	i	i
46	Cc1nc(-n2nnc3cc(C)c(C)cc32)c2c3c(sc2n1)CCCC3	39	i	i	i	i	i	i	i	i	i	i
47	CC(Oc1ccc(F)cc1)C(O)CCN(C)C (stereo not given)	-7	i	i	i	i	i	i	i	i	i	i
48	Cc1nn(CCC(N)=O)c2nc(-c3cccs3)cc(C(F)(F)F)c12	-3	i	i	i	i	i	i	i	i	i	i
49	CCCCCn1c(=O)c2ccccc2n2c(CCl)nnc12	-4	i	i	i	i	i	i	i	i	i	i
50	CCOc1ccc(S(=O)(=O)N/N=C2/CCCC(=O)C2)cc1	-6	i	i	i	i	i	i	i	i	i	i
51	CS(=O)(=O)N1CCCC(C(=O)NCc2ccccc2Cl)C1 (stereo not given)	1	i	i	i	i	i	i	i	i	i	i
52	COc1ccc(C(=O)Nc2ccc(F)cc2F)cc1	7	i	i	i	i	i	i	i	i	i	i
53	CC(=O)N1CCN(Cc2nc3cc(NS(C)(=O)=O)ccc3n2C)CC1	-5	i	i	i	i	i	i	i	i	i	i
54	O=C(Nc1nnc(-c2ccccc2F)s1)c1ccccc1F	1	i	i	i	i	i	i	i	i	i	i
55	Cc1ccc(OCC(=O)N2CCc3ccccc3C2)c([N+](=O)[O-])n1	1	i	i	i	i	i	i	i	i	i	i
56	CCN1CCN(C(=O)CCNC(=O)Cn2cnc3ccccc3c2=O)CC1	0	i	i	i	i	i	i	i	i	i	i
57	CC(=O)NC(CC(=O)O)c1ccccc1 (stereo not given)	4	i	i	i	i	i	i	i	i	i	i
58	O=C1CC(c2ccccc2)CN1C(=O)c1cccc([N+](=O)[O-])c1 (stereo not given)	1	i	i	i	i	i	i	i	i	i	i
59	CC(=O)N1CCc2c(sc(NC(=O)c3cccc(N4C(=O)CCC4=O)c3)c2C(N)=O)C1	-2	i	i	i	i	i	i	i	i	i	i
60	COc1cc(C2NC(=O)NC(c3ccccc3)=C2C(C)=O)c(Cl)cc1OCC(=O)O (stereo not given)	-4	i	i	i	i	i	i	i	i	i	i
61	CCC[C@@H](OS(N)(=O)=O)[C@@H](Cc1ccccc1)C(=O)OCC	-1	i	i	i	i	i	i	i	i	·	i
62	CCCCNS(=O)(=O)c1ccc(OC)cc1	-3	i	i	i	i	i	i	i	i	i	i
63	CCn1c(SCC(=O)NCC(=O)Nc2ccc(F)cc2)nnc1-c1ccncc1	-3	i	i	i	i	i	i	i	i	i	i
64	CCc1nc2ccccc2c(C(=O)OCCN2C(=O)c3ccccc3C2=O)c1C	2	i	i	i	i	i	i	i	i	i	i
65	CCOC(=O)C1(Cc2cccc(OC)c2)CCCN(C(=O)CCN2CCCO2)C1 (stereo not given)	0	i	i	i	i	i	i	i	i	i	i
